GASC-1 inh – blocks human GASC-1 demethylase activity | inhibition, % at 2.35 µM | GST-JMJD2C(1-420) H3K9me3 demethylation, DELFIA europium | Q9H3R0 | hit rate 0.069% among 330,000;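 active means more than half of a compound's replicate wells show inhibition beyond 50%, single wells judged on their own value; inconclusive means some, but no more than half, of replicates pass 50% inhibition; inactive means no replicate passes 50% inhibition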;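 further: signal counts dimethyl H3K9 product captured on neutravidin plate; 0% = median of DMSO wells and 100% = 0.3 times that DMSO median; strong numbers were not always called active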
PP1 inh – PP1-alpha (human) inhibition in PP5 counter-screen; purified PP1alpha, OMFP fluorescence; inhibition, % at 6.7 µM; hit rate 0.9% among 320,000; AID 2235;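 active means inhibition above the mean inhibition of all tested compounds plus 3 SD, computed separately for each screening campaign, cut at about 15% in these data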
Target sequence (P62136 whole entry, looked up): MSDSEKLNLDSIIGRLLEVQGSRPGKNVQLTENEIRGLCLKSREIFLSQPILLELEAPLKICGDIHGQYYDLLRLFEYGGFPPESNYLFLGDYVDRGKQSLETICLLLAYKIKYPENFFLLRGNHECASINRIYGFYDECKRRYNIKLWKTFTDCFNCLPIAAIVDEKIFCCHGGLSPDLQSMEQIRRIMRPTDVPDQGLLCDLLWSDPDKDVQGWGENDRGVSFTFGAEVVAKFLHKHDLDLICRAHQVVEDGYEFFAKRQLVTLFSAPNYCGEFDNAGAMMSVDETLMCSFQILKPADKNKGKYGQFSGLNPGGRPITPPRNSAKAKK
CTSL1 counter – cathepsin L1 inhibition, PFM18AAP counter-screen | recombinant F. hepatica cathepsin L1, Z-Leu-Arg-MCA fluorescence | inhibition, % at 5.96 µM | hit rate 0.49% among 300,000 | AID 1906;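 active means inhibition above the mean of all tested compounds plus 3 SD, set per screening campaign, cut at about 17% in these data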;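 further: 0% = plate median of test compound wells and 100% = 1 µM Z-Phe-Ala-diazomethylketone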
PP5 primary – inhibitors of human protein phosphatase 5 (PP5) | purified PP5c, OMFP substrate fluorescence | P53041 | hit rate 0.18% among 320,000 | inhibition, % at 6.7 µM | AID 1987;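 active means inhibition above the campaign's mean inhibition across all tested compounds plus 3 SD, cut at about 9.5% in these data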;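 further: 0% = DMSO only and 100% = 100 µM cantharidin control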
Target sequence (P53041 whole entry, looked up): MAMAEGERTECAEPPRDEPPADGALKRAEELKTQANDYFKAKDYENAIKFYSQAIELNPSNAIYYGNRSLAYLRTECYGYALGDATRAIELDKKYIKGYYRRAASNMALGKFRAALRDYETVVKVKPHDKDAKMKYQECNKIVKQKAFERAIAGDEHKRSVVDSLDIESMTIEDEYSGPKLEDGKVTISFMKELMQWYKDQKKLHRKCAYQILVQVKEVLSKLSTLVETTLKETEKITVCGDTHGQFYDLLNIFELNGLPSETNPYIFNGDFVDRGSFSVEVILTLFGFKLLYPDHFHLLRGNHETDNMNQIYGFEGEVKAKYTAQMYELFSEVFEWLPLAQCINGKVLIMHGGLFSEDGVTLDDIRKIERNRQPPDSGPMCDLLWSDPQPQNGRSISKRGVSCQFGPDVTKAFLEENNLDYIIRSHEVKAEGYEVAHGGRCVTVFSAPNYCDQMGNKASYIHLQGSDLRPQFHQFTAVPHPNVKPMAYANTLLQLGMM
TPT1 inhibitor – C. albicans TPT1 enzyme inhibition | hit rate 0.81% among 300,000 | inhibition, % at 5 µM | recombinant caTPT1, FP RNA substrate dephosphorylation | AID 1962;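 active means inhibition above the mean of all tested compounds plus 3 SD, set per screening campaign, cut at about 24% in these data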;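 further: plate controls were DMSO alone for no effect and ferristatin control at 100 nM for full effect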
core dimer inh – blocks dimerization of HCV core protein | TR-FRET GST/Flag-core106 dimerization, 1536-well | inhibition, % at 5 µM | hit rate 0.33% among 300,000 | AID 1899;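 active means inhibition above the mean of all tested compounds plus 3 SD, set per screening campaign, cut at about 45% in these data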
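assay system = GST-tagged and Flag-tagged HCV core protein residues 1-106 | controls = unlabelled core106 and no-GST-core106 wells | incubation = compound-protein-antibody incubation 4 h at 22.5 °C | probe or stimulus = Eu donor and XL665 acceptor anti-tag antibodies | read-out = % inhibition based on acceptor/donor emission ratio | signal = TR-FRET 671 and 617 nm emission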
EBNA-1 inh – blocks EBNA-1 binding to DNA; AID 1950; EBNA-1 DNA binding, fluorescence polarization; inhibition, % at 14.8 µM; hit rate 0.34% among 300,000; in the data active means inhibition above about 28%
Yeast superoxide – caloric restriction mimetics inhibiting age-related superoxide in yeast. S. cerevisiae aged cells, superoxide DHE fluorescence; active compounds read low. AID 2690. superoxide response (% of plate mean), % at 10 µM. hit rate 0.18% among 330,000;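 active means superoxide response under a set limit, about three screen SD below normal, cut at about 65% in these data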;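 further: yeast aged for seven days with compound at 30 °C before DHE staining; 100% = average MFI of all compound-treated wells on the plate with controls excluded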
ZTA counter – counter-screen for EBNA-1 inhibitors: inhibitors of Epstein-Barr virus ZTA; P03206; ZTA-DNA binding, fluorescence polarization; inhibition, % at 11 µM; hit rate 0.15% among 320,000; AID 2234; in the data active means inhibition above about 33%
Target sequence (P03206 whole entry, looked up): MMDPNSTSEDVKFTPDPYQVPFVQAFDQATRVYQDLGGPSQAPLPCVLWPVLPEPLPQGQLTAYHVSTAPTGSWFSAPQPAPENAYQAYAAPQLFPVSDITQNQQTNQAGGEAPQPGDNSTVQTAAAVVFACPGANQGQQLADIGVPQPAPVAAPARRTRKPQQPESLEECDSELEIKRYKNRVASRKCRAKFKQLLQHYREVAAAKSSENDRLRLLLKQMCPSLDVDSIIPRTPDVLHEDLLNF
* marks the source's active call; other numbers are inactive results; ? = inconclusive.

Start of the data: the first 2 entries, ahead of the listing:
SMILES	GASC-1 inh	PP1 inh	CTSL1 counter	PP5 primary	TPT1 inhibitor	core dimer inh	EBNA-1 inh	Yeast superoxide	ZTA counter
CS(=O)(=O)N(CC(=O)Nc1ccc(Cl)c(Cl)c1)C1CCCCC1	2	-1	4	3.1	0	-2	8	72	5
O=C(CN1CCN(Cc2ccc3c(c2)OCO3)CC1)NCC(F)(F)F	-6	-2	5	-0.6	-2	-9	7	100	5

This part in full (from the top)
SMILES	GASC-1 inh	PP1 inh	CTSL1 counter	PP5 primary	TPT1 inhibitor	core dimer inh	EBNA-1 inh	Yeast superoxide	ZTA counter
CS(=O)(=O)N(CC(=O)Nc1ccc(Cl)c(Cl)c1)C1CCCCC1	2	-1	4	3.1	0	-2	8	72	5
O=C(CN1CCN(Cc2ccc3c(c2)OCO3)CC1)NCC(F)(F)F	-6	-2	5	-0.6	-2	-9	7	100	5
O=C(CSC(=S)N1CCCC1)c1ccccc1	-5	-2	-2	3.2	-2	-5	3	100	16
O=C(CCN1C(=O)CSC1=O)Nc1ccccc1	2	-2	3	0.7	0	-1	-3	96	2
COCC(C)OC(=O)/C(C#N)=C\c1coc2ccc(C)cc2c1=O (configuration not stated)	6	1	-1	1.0	2	5	2	111	1
COc1ccc(-c2nnc3sc(-c4ccco4)nn23)cc1OC	1	-1	0	3.4	0	-1	3	103	8
O=C(NCCCN1CCOCC1)c1cnn2c(-c3ccccc3)cc(-c3ccccc3)nc12	4	0	2	1.9	0	6	-6	104	-7
Cc1ccc(NC(=O)c2oc3ccccc3c2NC(=O)C2CCCO2)cc1C (configuration not stated)	-16	-5	0	2.0	3	7	-8	115	2
CCOC(=O)c1sc2ncnc(NCc3ccco3)c2c1C	1	2	5	4.7	17	3	7	95	-19
CCN1CCN(Cc2nc3c(c(=O)n(C)c(=O)n3C)n2Cc2cccc3ccccc23)CC1	-6	-3	-1	0.1	-4	-7	5	91	11
O=C(NCc1ccc2c(c1)OCO2)c1ccc(NC(=O)C2CCCO2)cc1 (configuration not stated)	-29	-5	-3	-0.1	-5	2	-3	116	-1
COc1ccc(OC(C)C(=O)Nc2ccc([N+](=O)[O-])cc2)cc1 (configuration not stated)	-10	-3	3	0.0	1	-2	-4	104	15
Cc1cccc(C)c1NC(=O)C(NC=O)c1ccccc1 (configuration not stated)	0	-2	-4	0.0	0	-7	-4	97	-7
c1ccc(CN2OCC3Cn4c(nc5ccccc54)C32)cc1 (configuration not stated)	-5	-1	2	0.4	1	-13	-10	97	11
CCOC(=O)C1=CN(CC2CCCO2)C=C(C(=O)OCC)C1c1ccccc1C(F)(F)F (configuration not stated)	-2	1	2	-1.4	0	0	2	87	-8

Complete entries, looked up by structure:
CCN1CCN(Cc2nc3c(c(=O)n(C)c(=O)n3C)n2Cc2cccc3ccccc23)CC1 across the screens: GASC-1 inh: -6; PP1 inh: -3; CTSL1 counter: -1; PP5 primary: 0.1; TPT1 inhibitor: -4; core dimer inh: -7; EBNA-1 inh: 5; Yeast superoxide: 91; ZTA counter: 11
O=C(NCc1ccc2c(c1)OCO2)c1ccc(NC(=O)C2CCCO2)cc1 (configuration not stated) across the screens: GASC-1 inh: -29; PP1 inh: -5; CTSL1 counter: -3; PP5 primary: -0.1; TPT1 inhibitor: -5; core dimer inh: 2; EBNA-1 inh: -3; Yeast superoxide: 116; ZTA counter: -1

Single entries from the entries so far.
PP1 inh result of CS(=O)(=O)N(CC(=O)Nc1ccc(Cl)c(Cl)c1)C1CCCCC1 reads -1
EBNA-1 inh result of O=C(CN1CCN(Cc2ccc3c(c2)OCO3)CC1)NCC(F)(F)F reads 7
Yeast superoxide result of c1ccc(CN2OCC3Cn4c(nc5ccccc54)C32)cc1 (configuration not stated) reads 97
GASC-1 inh result of O=C(CSC(=S)N1CCCC1)c1ccccc1 reads -5
GASC-1 inh result of CCOC(=O)c1sc2ncnc(NCc3ccco3)c2c1C reads 1

(further entries)
SMILES	GASC-1 inh	PP1 inh	CTSL1 counter	PP5 primary	TPT1 inhibitor	core dimer inh	EBNA-1 inh	Yeast superoxide	ZTA counter
CC(C)N(C(=O)COC(=O)CNS(=O)(=O)c1ccccc1F)c1ccccc1	1	-2	-36	-1.6	2	-5	-4	100	5
O=C(COC(=O)c1cnccn1)c1ccc(OC(=O)c2ccccc2)cc1	-2	-3	-3	0.4	-7	32	3	94	4
Cc1nc2ccccc2c(=O)n1/N=C/c1ccc(O)cc1O	-1	-2	2	1.1	-6	-4	-1	104	-1
O=S(=O)(c1cccc2cccc(Cl)c12)N1CCCC1	-9	-2	-6	2.9	-3	-4	10	102	8
Cn1c(=O)c(C(=O)c2ccccc2)nc2ccccc21	-10	-1	0	2.7	2	-3	-11	100	-5
CCOC(=O)/C(=N\Nc1cc(Cl)ccc1Cl)N1CCOCC1	-20	0	2	3.8	3	-4	-2	101	3
O=C1c2cccnc2C(O)N1Cc1cccs1 (configuration not stated)	-1	-4	-4	1.5	0	-4	-3	112	-2
COc1ccc(OC)c(N(CC(N)=O)S(=O)(=O)c2ccc(OC)c(OC)c2)c1	3	-2	2	0.5	0	-2	9	88	6
COCCNC(=O)c1cc(Sc2nnc(C)s2)nc2ccccc12	9	-2	1	1.8	3	5	10	98	-3
CCCNC(=O)c1[nH]c(C)c(C(=O)OCC)c1C	-11	3	-3	0.5	2	-4	7	81	-1
Cc1cccc(C)c1N1CCN(C(=O)Cn2cncn2)CC1	-5	-5	1	-1.6	-2	-1	6	89	16
CC(C)c1nc(Cl)c(C#N)c2c1CCCC2	-3	-2	-2	4.1	-1	-8	-10	94	-31
CCOc1ccc(C(C)=O)cc1COc1ccc(-c2nnco2)cc1	-28	5	3	3.2	2	14	-10	109	8
O=C(O)c1ccc(Nc2nc3c(s2)CCCC3)cc1	7	4	1	3.7	2	-23	5	114	-8
Cc1ccc(CNc2cccnc2)cc1	-19	-4	1	-0.8	-3	3	1	87	13
O=C(NC1CCCCCCC1)c1c(O)c2ccccc2[nH]c1=O	?	-2	2	2.8	2	1	1	105	-1
CC(=O)Nc1cc(NC(=O)C2C3C=CC(C3)C2C(=O)O)ccc1Cl (configuration not stated)	17	1	-1	-0.1	-6	-11	4	103	-16
CC(C)CN1CCC(=O)N(CCO)CC1	-6	-5	-4	3.3	1	-17	4	98	-16
CC1=NN(C(N)=S)C(=O)C1N=Nc1cccc(Cl)c1 (configuration not stated)	-3	0	5	1.1	-4	-4	9	98	9
COc1ccc(S(=O)(=O)Nc2ccc(N3CCOCC3)cc2)cc1[N+](=O)[O-]	3	1	3	0.5	-4	-1	-1	106	-4
CCOC(=O)C1Cn2c(nc3c(c2=O)C(C)(C)Cc2ccccc2-3)S1 (configuration not stated)	-8	1	9	1.8	-6	5	0	85	-9
O=C(c1ccco1)N1CCN(C(=S)Nc2ccccc2C(F)(F)F)CC1	-7	-6	0	1.5	0	5	-10	88	-5
Cc1cc2c(c(=O)n1Cc1ccccn1)C(c1ccc3c(c1)OCO3)C(C#N)=C(N)O2 (configuration not stated)	24	2	0	4.2	1	-1	-8	103	3
O=C(O)CCN=CC1=C(O)CC(c2ccccc2)CC1=O (configuration not stated)	9	0	8	0.9	-1	3	6	89	7
OCCN1CCN(c2nc(-c3ccccc3O)nc3ccccc23)CC1	9	0	2	2.3	0	2	6	103	3
CN1CC(c2ccccc2)C2(COc3ccccc3C2=O)C12C(=O)Nc1ccccc12 (configuration not stated)	0	-1	0	2.2	-5	-1	-11	120	2
Nc1ccc2nc(CCCCCCCCc3nc4ccc(N)cc4[nH]3)[nH]c2c1	-6	6	1	-0.9	2	-6	-5	112	7
CCc1nn2c(NCCOC)cc(C)nc2c1-c1ccc(F)cc1	-9	-3	4	-0.3	1	-1	0	95	-10
CCn1cc(C(=O)NCCc2ccccc2)c(=O)c2cc(F)c(N3CCN(C)CC3)cc21	3	-2	3	4.5	-4	1	4	140	-1
CCOC(=O)C1(CCc2ccccc2)CCN(C2Cc3ccccc3C2)CC1	-6	0	1	1.6	0	0	-5	101	18
O=C(NCc1ccco1)c1cc(S(=O)(=O)N2CCCc3ccccc32)ccc1Cl	8	-8	-11	3.6	1	9	-12	121	-7
COc1ccc([N+](=O)[O-])cc1NC(=O)CC(c1ccccc1)c1ccccc1	2	2	6	-0.2	-2	8	17	93	22
O=C(COc1ccccc1)Nc1cccc2c1CCCC2	-9	-1	2	-2.4	-1	1	-5	90	-9
CCOC(=O)N1CCN(C(=O)C2CCN(Cc3cccc(OCc4ccccc4)c3)CC2)CC1	-2	0	-4	5.0	-2	1	11	119	-9
CCO[C@H]1OC(C(=O)NC2CC2)=C[C@@H](c2coc3ccccc3c2=O)[C@@H]1CCCO	1	-4	0	2.4	-2	-4	0	101	-17
COc1ccc2c(CC(=O)NCCN3C(=O)S/C(=C\c4cccnc4)C3=O)coc2c1	-9	-4	2	0.9	8	8	-4	106	17
CCOc1ccc(C(=O)CN2CCN(S(=O)(=O)c3ccc(F)cc3)CC2)cc1	-4	-2	0	0.5	-2	8	6	81	3
Cc1ccc(-c2nc(CS(=O)CC(=O)NCc3ccc(Cl)cc3)c(C)o2)cc1 (configuration not stated)	9	0	2	-1.6	-6	-9	1	87	-4
Cc1nn(-c2ccccc2)c(Cl)c1C(=O)OC(C)C(=O)NC(=O)NC1CCCCC1 (configuration not stated)	-1	5	2	1.9	-4	7	2	84	-14
CC1CCc2nc3ccccc3c(C(=O)OCC(=O)N3CCc4ccccc43)c2C1 (configuration not stated)	4	-1	3	0.9	1	23	2	93	8
CSc1ccc(S(=O)(=O)N2CCC(C(=O)Nc3ccc(C(N)=O)cc3)CC2)cc1	-8	0	1	2.2	-4	-4	11	83	19
CN(C)c1ccc(P(=O)(OC2CCCCC2)C(Nc2ccccc2)c2cccnc2)cc1 (configuration not stated)	1	0	-1	0.9	-2	-1	-5	88	-4
CCCOc1ccc(C(C)=O)cc1CSc1nc(O)cc(=O)[nH]1	-12	19*	0	-1.1	1	12	3	103	1
COc1ccc(CNC(=O)c2coc(=O)c3ccccc23)c(OC)c1	8	-1	1	-0.2	0	-5	-12	105	-3
CCOC(=O)c1c(C)[nH]c(C)c1C(=O)COC(=O)[C@@H]1CCCN1S(=O)(=O)c1ccc(Cl)cc1	7	-2	-5	0.6	-3	0	7	84	0
COc1ccc(S(=O)(=O)N2CCCC2CNC(=O)C(=O)NCc2ccccc2Cl)cc1 (configuration not stated)	-5	-2	-4	0.8	-4	3	-2	86	-7
O=C(Nc1cc(Cl)cc(Cl)c1)C1CCCC1	10	1	-3	3.2	1	9	1	89	-14
CCOc1cc2[nH]c(=S)n(Cc3ccc(C(=O)NCC(OC)OC)cc3)c(=O)c2cc1OCC	2	0	0	-1.0	0	-8	5	106	14
FC(F)(F)c1nc(SCc2ccccc2)n[nH]1	134	0	1	0.6	3	8	8	98	-1
COCCn1c(C)cc(C(=O)COC(=O)CNC(=O)c2ccccc2)c1C	7	-7	-4	2.2	1	7	4	79	16
CN(Cc1cccnc1)Cc1cn(Cc2ccccc2)nc1-c1ccc2c(c1)OCO2	-6	4	-6	3.7	0	-14	3	100	-25
O=C(O)c1csc(-c2ccccc2)n1	-13	5	0	3.0	-1	0	-5	104	11
C(=C\c1nnc(-c2cccs2)o1)/c1ccccc1	-10	-2	4	-0.2	-2	-2	-7	101	-10
CNc1cc(-n2nc(C)cc2-c2ccccc2)ncn1	-27	-2	-1	0.1	-5	-4	7	98	-7
COCCn1c(SCC(=O)N2CCCC2)nc2c([nH]c3ccccc32)c1=O	1	1	4	2.9	-2	6	1	98	16
O=C(Nc1ccccc1)O/N=C/c1ccc(F)cc1	7	-1	-2	1.3	2	-9	-15	87	-2
COc1ccc(C)cc1Nc1n[n+](-c2ccccc2)c(-c2cccc(Cl)c2Cl)s1	10	15*	11	-7.0	-3	-18	-6	104	-3

Source: PubChem (several laboratories)
